Screening data from PubChem BioAssay.
POLI inh – blocks human DNA polymerase iota activity | Q9UNA4 | Pol iota fluorescent replication assay, 10 min | Potency, µM (highest dose often 115 µM), for inactives: at the highest dose activity, negative = inhibition, most hits filed as inhibitors | hit rate 1% among 390,000; also: potency is read from the fitted curve at half-maximal effect
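Pol iota at 10 nM preincubated 15 min with compounds at room temperature; reaction started with fluorescent substrate, 50 nM final. Fluorescence read kinetically at 0 and 10 min; buffer-only wells as negative control.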
APEX1 inh – blocks human APE1 abasic DNA cleavage; Potency, µM (highest dose often 65.8 µM), inactives show at the top dose activity change, negative = inhibition, hits mostly inhibitors; recombinant APE1, TAMRA/BHQ-2 abasic DNA cleavage fluorescence; hit rate 0.35% among 350,000; P27695;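 also: potency is read from the fitted curve at half-maximal effect; plate controls were vehicle for no effect and reference inhibitor for full effect; nearly all actives have a fitted effect of over 55% in size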
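Enzyme (0.75 nM final) and test compound are incubated 15 min at room temperature before adding 50 nM quenched THF abasic-site duplex. Cleavage dequenches TAMRA, followed at 525/598 nm over three reads one minute apart.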
BLM helicase inh – blocks DNA unwinding by human BLM helicase; Potency, µM (top dose mostly 56.1 µM), for inactives: top-dose activity change, negative = inhibition, most hits filed as inhibitors; hit rate 0.2% among 350,000; P54132; recombinant BLM DNA unwinding, fluorescence dequenching;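 also: potency is read from the fitted curve at half-maximal effect; plate controls were vehicle for no effect and no enzyme for full effect; nearly all actives have a fitted effect of over 35% in size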
ERG-DNA inh – ERG Ets/DNA interaction inhibition | fluorescence polarization, His-ERG Ets domain / labelled DNA | Potency, µM (highest dose often 76.9 µM), for inactives: at the top dose FP activity, negative = inhibition, hits mostly inhibitors | hit rate 0.028% among 370,000 | AID 624246; active = well fitted inhibition curve with a large enough effect in the polarisation, with a control signal flat; inconclusive = small, poorly fitted or top-dose-only effect, or effect the other way, or a change in a side signal; inactive = no such curve, though single readings can be large or run the other way; the % refers to the polarisation;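 also: polarization taken with two DNA probes labelled with fluorescein and Texas red; potency is read from the fitted curve at half-maximal effect; % of control where 0% means no effect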
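His-tagged ERG Ets domain (1 uM in the protein solution; 300mM KCl, 50mM Tris-HCl, 1mM EDTA, 1mM DTT, pH 7.5) received compound, then a probe mix of 5 nM fluorescein-DNA and 100nM Texas-615-DNA. Fluorescence polarization was read for both dyes.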
TRHR ag – activates the human TRH receptor; P34981; TRHR cells, calcium flux fluo-8, FDSS agonist mode; activation, % at 2 µM; hit rate 0.18% among 360,000; in the data active = activation above about 30%; also: 0% is about no effect
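TRHR-expressing cells, plated overnight in medium with 10% serum, were loaded with fluo-8 calcium dye at room temperature. After a 10 s baseline, library compound was pin-added and calcium release was recorded kinetically (ex 480/em 530) as agonist response.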
Apoferritin bind – candidate novel general anesthetic via apoferritin binding; P02791; apoferritin/1-aminoanthracene competitive binding, fluorescence; Potency, µM (doses to about 77.5 µM), for the others: at the top dose activity change, negative = displacement, most hits filed as inhibitors; hit rate 0.074% among 350,000; AID 485281; also: potency is read from the fitted curve at half-maximal effect; % is scaled to controls: 0 for no effect and ±100 for the full control effect; nearly all actives have a fitted effect of over 20% in size
Target sequence (P02791 2-175 limits assumed): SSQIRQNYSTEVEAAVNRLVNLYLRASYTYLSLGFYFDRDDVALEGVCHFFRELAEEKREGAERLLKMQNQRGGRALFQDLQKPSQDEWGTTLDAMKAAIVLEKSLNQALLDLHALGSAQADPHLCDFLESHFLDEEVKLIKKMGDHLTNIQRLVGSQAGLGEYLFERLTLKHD
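Probe: 1-aminoanthracene (50% saturated, PBS). Protein: horse-spleen apoferritin, 10 uM. Incubation: 10 min, room temperature. Detection: 380 nm excitation, 535 nm emission. Analysis: normalized response, four-parameter Hill.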
Pol kappa inh – blocks human DNA polymerase kappa activity. Q9UBT6. purified Pol kappa, fluorescent DNA synthesis assay, 10 min. Potency, µM (top dose mostly 107 µM), without a hit: at the highest dose activity, negative = inhibition, hits mostly inhibitors. hit rate 0.53% among 400,000. AID 588579; also: potency is read from the fitted curve at half-maximal effect; % is scaled to controls: 0 for no effect and ±100 for the full control effect
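First, compounds were pin-transferred onto 10 nM Pol kappa. After 15 min at room temperature, substrate was added to 50 nM final. Fluorescence was then measured kinetically at 0 and 10 min.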
ALOX12 inh – ALOX12 (human) lipoxygenase inhibition. P18054. purified 12hLO, xylenol orange hydroperoxide absorbance. Potency, µM (series often up to 108 µM), for the others: at the highest dose activity change, negative = inhibition, usual class: inhibitors. hit rate 1.1% among 580,000. AID 1671190; also: potency is read from the fitted curve at half-maximal effect; % is scaled to controls: 0 for no effect and ±100 for the full control effect
Target sequence (P18054 whole entry, looked up): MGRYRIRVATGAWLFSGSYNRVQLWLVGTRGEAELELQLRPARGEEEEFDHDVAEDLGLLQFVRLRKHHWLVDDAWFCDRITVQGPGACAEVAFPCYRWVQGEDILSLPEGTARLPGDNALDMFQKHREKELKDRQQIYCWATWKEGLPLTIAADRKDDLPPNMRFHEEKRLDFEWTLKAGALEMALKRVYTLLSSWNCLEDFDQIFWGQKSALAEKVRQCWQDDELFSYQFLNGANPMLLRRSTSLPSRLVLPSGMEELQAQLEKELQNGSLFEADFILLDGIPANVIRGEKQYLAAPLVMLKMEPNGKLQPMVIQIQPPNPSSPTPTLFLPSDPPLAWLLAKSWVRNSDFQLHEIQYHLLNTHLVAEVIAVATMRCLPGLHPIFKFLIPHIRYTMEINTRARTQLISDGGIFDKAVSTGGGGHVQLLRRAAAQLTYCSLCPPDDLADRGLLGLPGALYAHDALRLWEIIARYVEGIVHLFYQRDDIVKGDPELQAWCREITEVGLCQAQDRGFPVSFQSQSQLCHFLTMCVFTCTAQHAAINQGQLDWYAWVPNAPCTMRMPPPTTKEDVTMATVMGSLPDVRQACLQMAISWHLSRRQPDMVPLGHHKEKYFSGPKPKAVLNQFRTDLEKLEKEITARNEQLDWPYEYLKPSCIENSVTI
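Hydroperoxide product was detected by ferrous iron/xylenol orange as the 573 to 405 nm absorbance ratio. Arachidonic acid at 40 uM (final) was turned over for 30 min at room temperature by 150 nM human 12hLO, pH 7.0 Hepes buffer, after 15 min compound preincubation.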
Pol beta inh – blocks human DNA polymerase beta activity | Pol beta primer extension/strand displacement, fluorescence kinetic | Potency, µM (titrated, usually from 114 µM), for the others: top-dose activity change, negative = inhibition, most hits filed as inhibitors | AID 485314 | hit rate 1.3% among 340,000; also: potency is read from the fitted curve at half-maximal effect; % is scaled to controls: 0 for no effect and ±100 for the full control effect
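Homogeneous kinetic assay of primer extension and strand displacement by 10 nM Pol beta, preincubated 15 min at room temperature with compound before 50 nM substrate (final) was added. Read at 0 and 10 min; four-parameter Hill fit.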
* marks the source's active call; other numbers are inactive results; u = inconclusive; x = not tested or not shown; & = joins results of further samples; [ ] = remark or other dose. Unless noted, calls follow the shape of the dose curve; as a rule, active = well fitted curve in the direction sought with a large enough effect; inconclusive = small, poorly fitted or top-dose-only effect, or another doubt; inactive = no such curve, though single readings can be large; an effect the other way counts as inactive or inconclusive.

SMILES	POLI inh	APEX1 inh	BLM helicase inh	ERG-DNA inh	TRHR ag	Apoferritin bind	Pol kappa inh	ALOX12 inh	Pol beta inh
Cc1ccc(S(=O)(=O)N2CCN(C(=O)COC(=O)C3CC3C)CC2)c(C)c1 (configuration not stated)	15%	20%	x	-2%	-1.1	x	-8%	0%	x
COC(=O)C1C/C(=N\NS(=O)(=O)c2ccc(C)cc2)c2sccc2C1 (configuration not stated)	7%	9%	4%	-5%	-0.5	3%	-9%	-4%	-1%
COc1cc(C#Cc2c(-c3ccccc3)n(C)c3ccccc23)cc(OC)c1	15%	-2%	-8%	1%	0.1	239%[activator]	-8%	-17%	15%
O=C(Nc1ccccc1C(F)(F)F)Nc1cccc2ccccc12	22%	12%	-1%	1%	-0.3	-8%	0%	20%	31%
COc1ccccc1/C=C/C(=O)Nc1ccc(S(=O)(=O)Nc2cc(C)on2)cc1	13%	6%	3%	1%	0.6	-10%	-11%	u	25%
COc1ccc(NC(=O)c2cc(-c3ccco3)nc3ccccc23)cc1S(=O)(=O)N1CCOCC1	u	4µM*	u	-6%	-0.4	-10%	40µM*	-3%	2µM*
C=CC[C@H](CC(=O)NCCO)C(=O)N[C@@H](COC(=O)[C@H](CC=C)CC(=O)OC(C)(C)C)Cc1c[nH]c2ccccc12	30%[activator]	-4%	x	-1%	x	x	-5%	-7%	x
CCOc1ccc(S(=O)(=O)N2CCNC(=O)C2)cc1	-14%	-16%	x	23%	0.0	x	-5%	191%[activator]	x
O=C(CSCSCC(=O)Nc1ccc2c(c1)OCO2)Nc1ccc2c(c1)OCO2	-2%	1%	1%	x	-0.2	u	-5%	-20%	-9%
CC(=O)Nc1cccc(NC(=O)c2cc(C)on2)c1	23%	0%	1%	-8%	0.2	-10%	0%	19%	-30%
Oc1c(C(c2ccccc2)N2CCN(Cc3ccccc3)CC2)sc2nc(-c3ccco3)nn12 (configuration not stated)	-17%	x	1%	-2%	-0.7	14%	-10%[60.1 µM]	-16%	10%
COc1cc2c(c(OC)c1OC)CC(=O)N(C)CC2	34%[activator]	3%	-14%	10%	-0.3	-5%	1%	14%	u
Cn1c(Cn2nnc3ccccc32)nnc1SCC(=O)NCc1ccc2c(c1)OCO2	25%	12%	0%	0%	0.0	-6%	-11%	9%[57.4 µM]	1%
CC(=O)Nc1nnc(-c2ccccn2)o1	18%	6%	6%	4%	0.4	1%	2%	-7%	15%
CC(C)C[C@@H](COc1ccccc1)N1CCN(CC(C)C)CCC1=O	32%[activator]	38%	0%	10%	-0.2	-15%	-13%	-23%	-13%
CCOCCCNC(=O)C1CC(=O)N(C2CCCC2)C1 (configuration not stated)	-7%	3%	1%	4%	1.6	2%	13%	8%	4%
CCOC(=O)CSc1nnc2n(Cc3ccccc3)c(=O)c3c4c(sc3n12)CCC4	1%	2%	-1%	-7%	-1.0	-12%	-14%	4%	12%
O=[N+]([O-])c1cc(/C=N/O)ccc1Sc1ccccc1	-3%	10%	-26%	-3%	-0.7	u	-20%	u	0%
Cc1cc2oc(=O)cc(C)c2cc1NC(=O)CCl	u	-3%	-2%	7%	1.0	5%	0%	-26%	1%
CCN(CC)S(=O)(=O)c1ccc(N2CCOCC2)c(NC(=O)c2cc(C)cc(C)c2)c1	143%[activator]	-2%	-13%	0%	0.4	-19%	-15%	1%	-2%
c1cncc(-c2noc(-c3ccc4ccccc4c3)n2)c1	9%	-7%	-7%	14%	0.1	9%	10%	0%	21%
Cn1cnnc1SCC(=O)N(Cc1ccc2c(c1)OCO2)C1(C(=O)NC2CCCCC2)CCCC1	22%	-1%	-1%	-8%	0.0	-18%	-18%	1%	29%
COc1ccc(OC)c(C2C(C#N)=C(N)N(N(C)C)C3=C2C(=O)CCC3)c1 (configuration not stated)	35%[activator]	4%	0%	15%	0.2	1%	2%	18%	41%
CCOC(=O)c1cc(CC)sc1NC(=O)COc1ccccc1C	-16%	x	-1%	5%	-1.2	26%	-20%	-5%	5%
Cc1cc(C)cc(CSCC(=O)NN=C2CCCCCC2)c1	9%	0%	-1%	-1%	-0.2	-17%	1%	9%	0%

Grouped by structure, the compounds so far with a halogen
SMILES	POLI inh	APEX1 inh	BLM helicase inh	ERG-DNA inh	TRHR ag	Apoferritin bind	Pol kappa inh	ALOX12 inh	Pol beta inh
O=C(Nc1ccccc1C(F)(F)F)Nc1cccc2ccccc12	22%	12%	-1%	1%	-0.3	-8%	0%	20%	31%
Cc1cc2oc(=O)cc(C)c2cc1NC(=O)CCl	u	-3%	-2%	7%	1.0	5%	0%	-26%	1%

Other entries follow.
SMILES	POLI inh	APEX1 inh	BLM helicase inh	ERG-DNA inh	TRHR ag	Apoferritin bind	Pol kappa inh	ALOX12 inh	Pol beta inh
COc1ccc(C(=O)O/N=C(\N)Cc2ccc(Cl)c(Cl)c2)cc1OC	8%	1%	1%	4%	0.1	-9%	-23%	-4%	-25%
Cc1ccccc1C(OCC(O)CN1CCCCC1CCO)c1ccccc1 (configuration not stated)	u	2%	1%	4%	-2.5	-15%	-1%	274%[activator][57.4 µM]	0%
COc1ccc(CCNC(=O)c2cnc3ccc(C)cn3c2=O)cc1OC	26%	x	0%	-3%	-0.4	-14%	12%	-20%	28%
CC(=O)Oc1cc2oc(=O)cc(C)c2cc1OC(C)=O	u	13%	-1%	-13%	0.8	x	-23%	-6%	-21%
COc1cccc(Nc2ncc3nc(-c4cn(C)c5ccccc45)c(=O)n(C[C@H]4CCCO4)c3n2)c1	x	-2%	-1%	x	x	x	1%[60.1 µM]	u	x
Cc1ccc(CN2CCSc3ccc(C(=O)NCc4ccccn4)cc32)cc1	7%	0%	-14%	-7%	0.2	101%[activator]	-18%[60.1 µM]	-5%	3%
C[C@]12CCC(=O)C=C1CC[C@@H]1[C@@H]2CC[C@@]2(C)[C@H]1CC[C@@]21CCC(=O)O1	-29%	39%	2%	1%	0.3	-15%	1%	u	-12%
CCN(CC)S(=O)(=O)c1ccc2c(c1)nc(CCC(=O)O)n2CC	108%[activator]	-1%	4%	13%	1.6	-3%	-5%	u	1%
Cc1ccc(C)c(NC(=O)c2cc(-c3cccnc3)nc3ccccc23)c1	47%[activator]	10%	-4%	9%	-0.3	-2%	-3%	23%	15%
Cc1ccc(CNC(=O)C(=O)NCC2OCCCN2S(=O)(=O)c2cccs2)cc1 (configuration not stated)	30%[activator]	7%	-3%	-3%	0.7	u	-5%	-14%	-1%
CC(=O)c1ccc(S(=O)(=O)NC2CC2)cc1	45%[activator]	4%	-2%	-8%	-0.4	-11%	4%	0%	46%
O=C(COc1ccccc1Cl)NNC(=O)c1ccc2nc[nH]c2c1	16%	1%	x	x	0.4	x	-6%	1%	x
COc1ccc(OC(=O)c2cccc(S(=O)(=O)N3CC(C)OC(C)C3)c2)cc1 (configuration not stated)	-27%	u	x	x	0.5	x	-13%	-7%	x
Cn1c(SCC(=O)NCCNC(=O)CSc2nnc(C(F)(F)F)n2C)nnc1C(F)(F)F	-1%	2%	0%	-6%	0.4	2%	7%	4%	27%
Cc1cc(Cl)ccc1OCC(=O)NCC(=O)N/N=C/c1ccco1	46%[activator]	1%	-1%	3%	0.2	-5%	2%	-2%	0%
CCN(CC)CCSc1nnc2c3cc(C)ccc3n(Cc3ccccc3)c2n1	1%	3%	53%[activator]	5%	-0.3	-23%	3%	0%	-26%
COc1cc(/C=N/NS(=O)(=O)c2ccc(Br)cc2)ccc1O	-4%	19%	-4%	6%	-0.4	-2%	-12%	u	19%
COc1ccc(CCc2nc(C)ccc2O)cc1	-12%&1%	-1%&14%	1%&-1%	0%	-0.6&-0.1	-19%&-1%	0%&-2%	u	28%&30%
COc1ccc(C)cc1N(CC(=O)NC1CCCC1)C(=O)Cn1nnc(-c2ccc(C)o2)n1	10%	31%	-2%	-6%	-0.4	1%	-12%	-7%	42%
Oc1cccc(/C=N/Nc2ncnc3c2ncn3Cc2ccccc2)c1	-5%	-1%	6%	-4%	0.2	-9%	-20%	2%	1%
Cc1ccc(-c2cc(C(=O)O)n[nH]2)o1	-3%	3%	4%	-3%	0.3	1%	-5%	u	1%
Cc1cc(C)cc(NC(=O)N2CCC(N3CCN(Cc4ccccc4)C(=O)C3=O)CC2)c1	22%	x	1%	0%	0.2	7%	-5%[60.1 µM]	-12%	6%
CCC(=O)N1CCN(CCN=CC2=C(O)CC(c3cccs3)CC2=O)CC1 (configuration not stated)	5%	-3%	-2%	x	-0.1	-13%	-8%[60.1 µM]	1%	-16%
CCCOc1ccccc1C(=O)N1CCNC(=O)C1CC(=O)OC(C)C (configuration not stated)	138%[activator]	2%	0%	-1%	0.3	-3%	4%	11%	36%
CC(C)Sc1cc(N2CCOCC2)nc(-c2ccccc2)n1	-11%	1%	-9%	4%	0.3	-11%	-8%	-12%	15%
Cc1ccccc1OCc1nnc(SC(C)C(=O)O)n1Cc1ccccc1 (configuration not stated)	30%[activator]	1%	0%	0%	1.8	-6%	4%	-10%	-1%
O=C1CC(NCc2ccncc2)C(=O)N1c1ccc(Cl)cc1 (configuration not stated)	-7%	-3%	1%	-1%	0.6	-13%	-3%	u	12%
Cc1ccc(-n2nnc3c(=O)n(CC(=O)c4ccccc4)cnc32)cc1	-1%	-1%	0%	39%[activator]	0.2	-6%	-3%	9%	1%
O=C(Nc1ccccn1)c1ccc(Br)c(S(=O)(=O)N2CCCC2)c1	10%	0%	-3%	-2%	0.4	-13%	0%	0%	13%
CCC(C)c1ccc(NC(=O)CSc2nncn2N)cc1 (configuration not stated)	9%	9%	1%	0%	1.0	u	-15%	72%[activator]	3%

Some of the compounds tested; rates above refer to the full screens.
